# HttQ103 aggreg = qHTS Multiplex Assay to Identify Dual Action Probes in a Cell Model of Huntington: Aggregate Formation (GFP) | Potency, µM (top dose mostly 46.1 µM), without a hit: at the highest dose activity change, negative = inhibition, most hits filed as inhibitors | 220,000 compounds, 1.1% hits | AID 1688, 2009 | PC12 HttQ103-GFP aggregates, Acumen cytometry, 40 h; note: % is set by controls: 0 for no effect and ±100 for the full control effect; nearly all actives have a fitted effect of over 60% in size
#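 PC12/HTTQ103-GFP, ecdysone-inducible; teb 100 nM; cpd qHTS titration; GFP aggregates read on laser cytometer, Ex 488/Em 500-530 nm.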
# ALDH1A1 inh = qHTS Assay for Inhibitors of Aldehyde Dehydrogenase 1 (ALDH1A1) | Purified ALDH1A1, NADH fluorescence, propionaldehyde substrate | Potency, µM (titrated, usually from 75.3 µM), inactives show at the highest dose activity, negative = inhibition, hits mostly inhibitors | 220,000 compounds, 7.3% hits | AID 1030, 2008; active = well fitted inhibition curve with a large enough effect, not every such curve was filed as active; inconclusive = small, poorly fitted or top-dose-only effect, or another doubt; inactive = no such curve, though single readings can be large or run the other way;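 note: plate controls were no enzyme wells and a reference inhibitor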
# Target sequence (P00352 whole entry, looked up): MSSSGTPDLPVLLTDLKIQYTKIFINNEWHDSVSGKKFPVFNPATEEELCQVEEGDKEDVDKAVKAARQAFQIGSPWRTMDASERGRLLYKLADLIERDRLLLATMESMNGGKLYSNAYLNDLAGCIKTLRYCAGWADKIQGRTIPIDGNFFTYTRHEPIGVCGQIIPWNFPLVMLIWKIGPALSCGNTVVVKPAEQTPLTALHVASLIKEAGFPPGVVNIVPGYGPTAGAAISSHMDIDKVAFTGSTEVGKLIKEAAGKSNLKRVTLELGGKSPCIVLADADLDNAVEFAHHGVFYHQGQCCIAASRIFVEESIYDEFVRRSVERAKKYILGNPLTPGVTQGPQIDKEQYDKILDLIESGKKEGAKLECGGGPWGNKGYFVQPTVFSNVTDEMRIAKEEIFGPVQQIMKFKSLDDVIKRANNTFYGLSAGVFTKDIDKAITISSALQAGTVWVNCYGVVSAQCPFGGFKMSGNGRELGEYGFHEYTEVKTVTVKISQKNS
# Tau fibril FP = qHTS for Inhibitors of Tau Fibril Formation, Fluorescence Polarization | Potency, µM (doses to about 57.7 µM), for inactives: at the highest dose activity, negative = inhibition, usual class: inhibitors | Microtubule-associated protein tau (Homo sapiens), P10636 | K18 P301L tau heparin fibrillization, Alexa594 FP, 6 h | 280,000 compounds, 0.39% hits | AID 1468, 2008; note: % is set by controls: 0 for no effect and ±100 for the full control effect; nearly all actives have a fitted effect of over 55% in size
# Target sequence (P10636 561-689 P618L limits assumed): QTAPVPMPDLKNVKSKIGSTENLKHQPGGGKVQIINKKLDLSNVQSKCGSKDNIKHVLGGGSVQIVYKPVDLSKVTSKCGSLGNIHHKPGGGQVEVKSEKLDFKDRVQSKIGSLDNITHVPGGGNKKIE
#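 Human tau K18 […] P301L fragment, 15 uM unlabeled plus 0.24 uM Alexa 594-labeled tau (final), with compound and 20 uM heparin in 100 mM sodium acetate pH 7; 6 hr at 37 C, then Alexa 594 FP read.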
# Tau ThT inhib = qHTS for Inhibitors of Tau Fibril Formation, Thioflavin T Binding; Potency, µM (series often up to 57.4 µM), for inactives: at the top dose activity, negative = inhibition, hits mostly inhibitors; recombinant tau K18 P301L, heparin-induced fibrillization, ThT fluorescence; 270,000 compounds, 2.1% hits; note: % is set by controls: 0 for no effect and ±100 for the full control effect; nearly all actives have a fitted effect of over 55% in size
#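 K18 P301L tau (15 uM + 0.24 uM Alexa 594-tagged), heparin 20 uM, NaOAc pH 7, 6 h 37 C; ThT 30 uM, 1 h RT, ex 450/em 510 nm.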
# JMJD2E inh = qHTS Assay for Inhibitors of Human Jumonji Domain Containing 2E (JMJD2E) | Lysine-specific demethylase 4E (Homo sapiens), B2RXH2 | 230,000 compounds, 1.6% hits | JMJD2E catalytic domain, FDH-coupled NADH fluorescence (FDH is formaldehyde dehydrogenase) | Potency, µM (series often up to 57.1 µM), for inactives: top-dose activity change, negative = inhibition, usual class: inhibitors; active = well fitted inhibition curve with a large enough effect, not every such curve was filed as active; inconclusive = small, poorly fitted or top-dose-only effect, or another doubt; inactive = no such curve, though single readings can be large or run the other way;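 note: 0% = wells with enzyme and -100% = buffer wells without enzyme; nearly all actives have a fitted effect of over 50% in size; many of its hits are not listed in these tables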
# Target sequence (B2RXH2 1-337 limits assumed): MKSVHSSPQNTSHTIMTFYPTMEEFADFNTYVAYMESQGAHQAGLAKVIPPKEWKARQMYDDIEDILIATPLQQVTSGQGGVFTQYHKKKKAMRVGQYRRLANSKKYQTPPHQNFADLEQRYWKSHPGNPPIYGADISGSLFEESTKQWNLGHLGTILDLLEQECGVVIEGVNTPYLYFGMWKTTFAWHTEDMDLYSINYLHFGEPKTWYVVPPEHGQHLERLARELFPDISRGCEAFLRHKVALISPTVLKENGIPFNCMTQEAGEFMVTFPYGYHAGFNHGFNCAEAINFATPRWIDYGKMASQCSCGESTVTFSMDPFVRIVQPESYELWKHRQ
# SMN2 splice enh = qHTS Assay for Enhancers of SMN2 Splice Variant Expression; HEK293 SMN2-luciferase splicing reporter, luminescence, 30-36 h; Potency, µM (highest dose often 46.1 µM), for the others: top-dose activity change, positive = activation, hits mostly activators; 210,000 compounds, 2.8% hits; note: % of control where 0% means no effect; nearly all actives have a fitted effect of over 55% in size
#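 HEK293 cells carry an SMN2 […]–luciferase reporter in which exon 7 inclusion puts luciferase in frame. Cells were plated 10-12 h before compound addition, then incubated 30-36 h at 37C. ONE-Glo luminescence was read; sodium butyrate at 4.5 mM final served as control.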
# HTT cytoprotect = qHTS Multiplex Assay to Identify Dual Action Probes in a Cell Model of Huntington: Cytoprotection (ATP); PC12 HTT-Q103 induced, cytoprotection, ATP luminescence, 40 h; Potency, µM (top dose mostly 56.4 µM), inactives show cytoprotection (ATP increase), actives largely listed as activators; 230,000 compounds, 0.14% hits; AID 1471, 2008;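 note: % of control where 0% means no effect; nearly all actives have a fitted effect of over 45% in size; toxic huntingtin expression switched on by the ecdysone agonist tebufenozide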
#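 PC12 cells stably carrying ecdysone-inducible Htt exon 1 (Q103)–GFP were induced with 100 nM tebufenozide (final) alongside library compounds in a dose series. Cytoprotection was scored as retained ATP by ATPlite luminescence.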
# Tau fluor counter = Counterscreen qHTS for Inhibitors of Tau Fibril Formation, Fluorescence Polarization | 280,000 compounds, 0.93% hits | Potency, µM (series often up to 57.7 µM), without a hit: top-dose activity change, negative = decrease | AID 1463, 2008 | tau K18 P301L Alexa594 fluorescence, heparin fibrillization; note: % is set by controls: 0 for no effect and ±100 for the full control effect; nearly all actives have a fitted effect of over 55% in size
#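 Human tau K18 P301L (15 uM unlabeled, 0.24 uM Alexa 594-labeled) in 100 mM sodium acetate pH 7 with 20 uM heparin, 6 hr at 37 C. ThT 30 uM added, 1 hr ambient; Alexa 594 FP and total fluorescence read at 555/632 nm.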
# Active calls of the source: *; ? = inconclusive; . = no result given; [ ] = another dose, or the depositor's remark. Unless noted, calls come from the whole dose curve; as a rule, active = well fitted curve in the direction sought with a large enough effect; inconclusive = small, poorly fitted or top-dose-only effect, or another doubt; inactive = no such curve, though single readings can be large; an effect the other way counts as inactive or inconclusive. Potency is the fitted concentration of half-maximal effect. This is a subset. The share of hits here may be higher or lower than overall.
SMILES,HttQ103 aggreg,ALDH1A1 inh,Tau fibril FP,Tau ThT inhib,JMJD2E inh,SMN2 splice enh,HTT cytoprotect,Tau fluor counter
Cc1nn(-c2ccccc2)c2sc(C(=O)N(CC(=O)NC(C)(C)C)Cc3ccco3)cc12,-32%,25µM*,1%,-23%,?,-4%,-3%[10 µM],-20%
N#C/C(=C\c1ccccc1)C(=O)OCC(=O)N1CCCC1,0%,?,8%,-1%,-6%,-1%,22%[10 µM],11%
O=C(NCc1ccc(F)cc1)c1cc(-c2ccco2)on1,4%,-3%,1%,-16%,-2%,20µM*,4%[10 µM],-2%
O=C(Cn1cncn1)N/N=C/c1cccc(Cl)c1,-20%[9.22 µM],.,7%,3%,8%,.,-32%[10 µM],3%
COC(=O)C(C)(C)ONC(=O)Nc1ccccc1Br,6%,-1%,-2%,-8%,-5%,-27%,.,-6%
O=C1CSC(=Nc2ccc(Cl)cc2)N1Cc1ccco1,-9%[9.22 µM],.,11%,-8%,-7%,.,-28%[10 µM],-3%
N/C(Cc1ccc([N+](=O)[O-])cc1)=N\OC(=O)Cc1ccccc1,2%,?,-2%,-17%,2%,-4%,1%[10 µM],-9%
CC(=O)c1ccc(NC(=S)NC(=O)c2c(Cl)c(C)nn2C)cc1,4%,?,1%,-9%,1%,14%,.,2%
COc1cccc(C2C(C#N)=C(N)SC(c3ccccc3)C2[N+](=O)[O-])c1 (stereo unspecified),-11%[9.22 µM],5.6µM*,2%,4%,-1%,-28%,-8%,2%
COc1ccc(NC(=O)C(=O)NCCO)cc1Cl,0%,16%,5%,-2%,7%,11%,3%[0.074 µM],8%
COCCN=C1OC(=O)N2C(=O)C3=C4C(C[C@H]5C(=O)N(c6ccccc6)C(=O)[C@H]5[C@H]4[C@@]12Cc1ccccc1)[C@H]1C(=O)N(c2ccccc2)C(=O)[C@H]1[C@H]3C (stereo partly specified),.,-1%,3%,?,-9%,-2%,-21%,?
O=C(Cn1cnc2ccccc2c1=O)c1c[nH]c2ccccc12,9%,?,1%,-9%,-1%,11%,-17%[10 µM],-10%
CCN(CC)S(=O)(=O)c1ccc2c(c1)nc(SCC(=O)NC1CC1)n2-c1ccccc1OC,?,11%,-1%,-9%,-6%,-8%,-10%[10 µM],-4%
COC(=O)c1cc(C(=O)N2CCN(c3cccc(Cl)c3)CC2)cc([N+](=O)[O-])c1,25%,2%,19%,-17%,-15%,-34%[inhibitor],7%[10 µM],-24%
COc1cc(OC)cc(-c2nnc(SCC(=O)N3CCCc4ccccc43)o2)c1,4%[9.22 µM],?,?,?,4%,8%,15%,-6%
CCCCCC(=O)Nc1nc(C)c(-c2csc(Nc3cc(Cl)ccc3OC)n2)s1,-23%,?,2%,?,-23%,-18%,-55%,?
Cc1cccc(N2CCN(c3nc4ccccc4c4nc(-c5ccccc5)nn34)CC2)c1C,.,.,-6%,-4%,.,1%,.,-10%
COc1ccc(N=C(C)C2=C(O)CSC2=O)cc1,-5%,?,-1%,?,-4%,22%,-25%,-23%
O=C(NCc1ccco1)c1ccccc1F,17%,-4%,-8%,?,2%,?,-3%,-13%
COc1ccc2nc(SCCC(=O)O)cc(C)c2c1,3%[9.22 µM],.,3%,-20%,?,.,-8%[10 µM],-12%

# Retrieved one by one from the entries so far:
SMILES,HttQ103 aggreg,ALDH1A1 inh,Tau fibril FP,Tau ThT inhib,JMJD2E inh,SMN2 splice enh,HTT cytoprotect,Tau fluor counter
O=C(NCc1ccco1)c1ccccc1F,17%,-4%,-8%,?,2%,?,-3%,-13%
O=C(Cn1cnc2ccccc2c1=O)c1c[nH]c2ccccc12,9%,?,1%,-9%,-1%,11%,-17%[10 µM],-10%

# Later entries.
SMILES,HttQ103 aggreg,ALDH1A1 inh,Tau fibril FP,Tau ThT inhib,JMJD2E inh,SMN2 splice enh,HTT cytoprotect,Tau fluor counter
Cc1[nH]nc2c1C(C(C)C)C(C#N)=C(N)O2 (stereo unspecified),?,4%,-1%,-9%,0%,-3%,0%,-4%
Cc1ccccc1NC(=O)c1c(NC(=O)c2cccs2)sc2c1CCC(C)C2 (stereo unspecified),.,.,0%,-5%,.,11%,.,-12%
Cc1ccccc1-c1n[nH]c(=S)n1/N=C/c1c(C)nn(-c2ccccc2)c1C,0%,-4%,-4%,-10%,-5%,14µM*,27%[10 µM],-6%
CCC(=O)NC(=S)Nc1ccc(NC(=O)c2cc3ccccc3o2)c(OC)c1,-8%[9.22 µM],-1%,-4%,-10%,?,.,-4%[10 µM],-7%
O=[N+]([O-])c1cc(Cl)ccc1N1CCCC1,0%[9.22 µM],?,-9%,-17%,-6%,.,3%[10 µM],-12%
CCOC(=O)C1=C(C)N(Cc2ccc(C(=O)O)cc2)C(=O)NC1c1ccc([N+](=O)[O-])cc1 (stereo unspecified),5%,9%,8%,-10%,6%,-6%,.,-1%
O=C(CN1CCC(O)(c2ccc(F)cc2)CC1)NCc1ccc(F)cc1,3%,1%,6%,-5%,-1%,?,-12%[10 µM],-2%
COc1cccc(CNC(=O)CCC2CCCN(C(=O)c3ccc(OC)o3)C2)c1 (stereo unspecified),7%[9.22 µM],7.9µM*,5%,-11%,1%,.,10%[10 µM],-4%
Nc1nc2n(n1)C(c1ccco1)CC(c1ccc(Cl)cc1)N2 (stereo unspecified),-14%,5%,-1%,-13%,-14%,-7%,-11%[10 µM],-7%
CC(C)NC(=O)c1cc2c(C(F)(F)F)nn(C)c2s1,-3%,-6%,-2%,-11%,-2%,8%,-15%,-10%
CCCC(C)C(=O)Nc1ccc(F)c(Cl)c1 (stereo unspecified),0%,5%,12%,-5%,-8%,-12%,.,-2%
O=C(NCc1ccccn1)c1cc(-c2ccc(Br)cc2)nc2ccccc12,1%,-6%,1%,0%,?,18%,-12%[10 µM],-16%
COc1ccc(NC(=O)COc2nc3ccccc3nc2N2CCOCC2)c(OC)c1,6%,-10%,-2%,-1%,-20%,-6%,-16%,-4%
Cc1ccc(NC(=O)CC2Oc3ccccc3NC2=O)cc1C (stereo unspecified),.,.,-2%,-17%,.,-7%,.,-28%
CCc1ccccc1N(CC(=O)N1CCN(c2ccccc2)CC1)S(C)(=O)=O,-22%,5%,-4%,-13%,1%,-12%,-9%,-12%
Cc1ccc(NC(=O)CN(C)C(=O)c2ccc(C(F)(F)F)cc2)cc1,22%,14%,5%,2%,-6%,4%,.,3%
CCOc1ccc(NCc2cccn2-c2nnc(N3CCC(C(=O)NCCc4ccc(OCC)c(OCC)c4)CC3)s2)cc1,.,.,?,?,.,-52%[inhibitor],.,?
CC(=O)Nc1ccc(OCC(=O)NCc2ccc3c(c2)OCO3)cc1,1%,2%,0%,1%,5%,14%,7%[10 µM],5%
CC(=O)c1c(C)[nH]c(C(=O)OCC(=O)N2c3ccccc3NC(=O)C2(C)C)c1C,6%,-13%,4%,0%,1%,17%,-12%[10 µM],2%
CC(=O)N1CC=CC1(CC(C)C)C(=O)O (stereo unspecified),.,5%,-2%,-4%,1%,-2%,4%,-8%

# The listing continues:
SMILES,HttQ103 aggreg,ALDH1A1 inh,Tau fibril FP,Tau ThT inhib,JMJD2E inh,SMN2 splice enh,HTT cytoprotect,Tau fluor counter
Cc1ccccc1OCCC(=O)OCC(=O)NC(C)c1ccccc1 (stereo unspecified),-6%,4%,-3%,0%,11%,16%,-20%,1%
CCC(C)NC(=O)CN(c1cc(Cl)cc(Cl)c1)S(C)(=O)=O (stereo unspecified),-1%[9.22 µM],13%,6%,-6%,16%,.,10%[10 µM],-6%
CC(C)(C)C1CCc2c(sc(NC(=O)CCC(=O)O)c2C(=O)Nc2ccccc2C(F)(F)F)C1 (stereo unspecified),.,.,-12%,?,.,-2%,.,-7%
Cc1ccc(C(=O)Nc2ccccc2N2CCN(C(=O)C(C)C)CC2)cc1C,?,?,9%,-6%,-1%,-4%,-17%[10 µM],-9%
CCC1(CC)Cc2ccccc2C2=C(C(=O)N3CCCCC3)C(=O)C(=O)N21,5%,5%,3%,2%,4%,-2%,?,7%
COc1ccc(OC)c(C2NC(=O)NC(C)=C2C(=O)Nc2cc(C)cc(C)c2)c1 (stereo unspecified),.,.,-4%,-8%,.,3%,.,-8%
O=C(c1ccccc1NS(=O)(=O)c1cccc([N+](=O)[O-])c1)N1CCOCC1,15%,4%,-1%,-4%,2%,-12%,-2%,0%
CCNc1ccc(Br)cc(C(=O)/C=C/c2c(Cl)cccc2Cl)c1=O,?,7.9µM*,?,13µM*,?,-110%[inhibitor],-4%[10 µM],?
CN(C)c1ccnc(C(=O)O)c1,-26%,?,-3%,-7%,2.8µM*,3%,-2%,-9%
COc1ccccc1Nc1ccncc1[N+](=O)[O-],4%[9.22 µM],-5%,-6%[2.34 µM],-1%,-3%,.,-1%[10 µM],-8%
CCOC(=O)c1cc2n(c1C)-c1ccccc1C2=O,9%,13%,-2%,?,4%,23%,-12%,-13%
O=C1c2ccccc2NC(c2ccccn2)N1c1ccccc1F (stereo unspecified),-16%,?,1%,-5%,?,-14%,16%[1.9 µM],-5%
O=C(COc1ccccc1)Nc1ncn[nH]1,-18%[9.22 µM],.,0%,-4%,1%,.,-9%[10 µM],1%
CCN(CC)Cc1c(O)ccc2c(=O)c(-c3ccc4c(c3)OCCO4)coc12,11µM*,?,-16%,?,?,-6%,12%[10 µM],-14%
CCSc1nc2sc3c(c2c(=O)n1-c1ccc(C)c(Cl)c1)CCN(C(C)=O)C3,.,.,-8%,?,.,-8%,.,-11%
COc1cccc(-c2nc(SCC(=O)Nc3nc(-c4ccccc4)c(C)s3)[nH]c(=O)c2C#N)c1,4%[9.22 µM],?,-7%,-5%,-8%,.,13%[10 µM],-15%

# Screening data as filed in PubChem.
